GRP78 ERSR act – inducers of ER stress response in human glioma cells; 420,000 tested, 0.02% active; U87-MG GRP78 promoter luciferase reporter, 16 h; AID 602332; Potency, µM, for inactives: at the highest dose activation, hits mostly activators; note: potency is the fitted concentration of half-maximal effect; series mostly up to about 76 µM; % of control where 0% means no effect; nearly all actives have a fitted effect of over 35% in size
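Stably transfected U87-MG human glioma cells carrying a GRP78-based luminescent sensor were seeded at 1000 cells/well, pin-dosed with compounds and incubated 16 h. Luciferase reagent was then added, and end-point luminescence was read after 10 min at room temperature.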
Pol eta inh – inhibitors of human DNA polymerase eta | Q9Y253 | recombinant Pol eta, fluorescent DNA replication assay | Potency, µM (highest dose often 114 µM), for inactives: at the top dose activity change, negative = inhibition, most hits filed as inhibitors | 390,000 tested, 1.2% active | AID 588591; note: potency is the fitted concentration of half-maximal effect; % is set by controls: 0 for no effect and ±100 for the full control effect
Target sequence (Q9Y253 whole entry, looked up): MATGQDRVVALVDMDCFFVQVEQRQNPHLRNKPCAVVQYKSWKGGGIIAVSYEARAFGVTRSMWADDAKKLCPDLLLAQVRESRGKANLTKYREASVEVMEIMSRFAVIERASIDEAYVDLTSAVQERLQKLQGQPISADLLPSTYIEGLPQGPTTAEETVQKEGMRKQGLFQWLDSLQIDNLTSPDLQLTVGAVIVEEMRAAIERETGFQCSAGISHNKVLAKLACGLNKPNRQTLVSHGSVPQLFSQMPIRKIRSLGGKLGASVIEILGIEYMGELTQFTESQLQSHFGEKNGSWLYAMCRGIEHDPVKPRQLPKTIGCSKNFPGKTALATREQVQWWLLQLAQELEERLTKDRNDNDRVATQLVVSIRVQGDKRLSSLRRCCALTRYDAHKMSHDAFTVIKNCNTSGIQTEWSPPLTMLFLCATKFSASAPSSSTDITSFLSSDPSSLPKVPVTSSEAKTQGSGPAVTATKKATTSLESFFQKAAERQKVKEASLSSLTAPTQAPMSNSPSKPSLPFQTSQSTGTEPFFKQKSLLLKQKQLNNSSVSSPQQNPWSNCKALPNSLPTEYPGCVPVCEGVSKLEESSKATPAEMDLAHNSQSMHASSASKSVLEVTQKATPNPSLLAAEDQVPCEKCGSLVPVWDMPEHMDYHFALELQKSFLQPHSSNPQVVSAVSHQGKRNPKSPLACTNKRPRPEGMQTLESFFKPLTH
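Pol eta at 10 nM preincubated with compounds 15 min at room temperature; reaction started with fluorescent substrate (50 nM final) and read kinetically at 0 and 10 min.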
POLI inh – blocks human DNA polymerase iota activity; Q9UNA4; Pol iota fluorescent replication assay, 10 min; Potency, µM (titrated, usually from 115 µM), inactives show at the highest dose activity, negative = inhibition, hits mostly inhibitors; 390,000 tested, 1% active; note: potency is the fitted concentration of half-maximal effect
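Pol iota at 10 nM preincubated 15 min with compounds at room temperature; reaction started with fluorescent substrate, 50 nM final. Fluorescence read kinetically at 0 and 10 min; buffer-only wells as negative control.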
LDHA inh – blocks human lactate dehydrogenase A. AID 1347041. purified LDHA, NADH/diaphorase-resazurin fluorescence; hits give low values. 480,000 tested, 0.15% active. activity change, % (values are at about 110 or 230 µM); in the data active = activity change below about -30%; inconclusive = mostly about -25% to -30%;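 note: plate controls were DMSO wells for no effect and wells without enzyme for full effect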
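Resorufin fluorescence (ex540/em590), read at 0 and 20 min after diaphorase/resazurin addition, reports the NADH left after a 5 min room-temperature reaction of 2 nM human LDH5 with 0.06 mM NADH and 0.2 mM pyruvate.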
Anesthetic bind – binds horse apoferritin like a general anesthetic; apoferritin/1-aminoanthracene competitive binding, fluorescence; Potency, µM (titrated, usually from 77.5 µM), without a hit: top-dose activity change, negative = displacement, usual class: inhibitors; P02791; 350,000 tested, 0.074% active; AID 485281; note: potency is the fitted concentration of half-maximal effect; % is set by controls: 0 for no effect and ±100 for the full control effect; nearly all actives have a fitted effect of over 20% in size
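Concentration-response curves derived by four-parameter Hill fitting of normalized fluorescence, where compounds displaced 1-AMA from 10 uM horse apoferritin following a brief 10 min room-temperature incubation; propofol titration acted as positive control.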
POLB inh – inhibitors of human DNA polymerase beta | P06746 | Pol beta primer extension/strand displacement, fluorescence kinetic | Potency, µM (top dose mostly 114 µM), for inactives: at the highest dose activity change, negative = inhibition, hits mostly inhibitors | 340,000 tested, 1.3% active | AID 485314; note: potency is the fitted concentration of half-maximal effect; % is set by controls: 0 for no effect and ±100 for the full control effect
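10 nM enzyme + cpd, 15 min RT; start with substrate 50 nM final; read 0 min and after 10 min RT. Corrected, normalized data; 4-parameter Hill curve fit.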
BLM inh – inhibitors of human Bloom syndrome helicase BLM | P54132 | AID 2528 | Potency, µM (doses to about 56.1 µM), without a hit: top-dose activity change, negative = inhibition, usual class: inhibitors | recombinant BLM DNA unwinding, fluorescence dequenching | 350,000 tested, 0.2% active;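 note: potency is the fitted concentration of half-maximal effect; plate controls were vehicle for no effect and no enzyme for full effect; nearly all actives have a fitted effect of over 35% in size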
APE1 inh – blocks human APE1 abasic DNA cleavage; P27695; recombinant APE1, TAMRA/BHQ-2 abasic DNA cleavage fluorescence; Potency, µM (titrated, usually from 65.8 µM), without a hit: top-dose activity change, negative = inhibition, hits mostly inhibitors; 350,000 tested, 0.35% active; AID 2517;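 note: potency is the fitted concentration of half-maximal effect; plate controls were vehicle for no effect and reference inhibitor for full effect; nearly all actives have a fitted effect of over 55% in size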
Target sequence (P27695 whole entry, looked up): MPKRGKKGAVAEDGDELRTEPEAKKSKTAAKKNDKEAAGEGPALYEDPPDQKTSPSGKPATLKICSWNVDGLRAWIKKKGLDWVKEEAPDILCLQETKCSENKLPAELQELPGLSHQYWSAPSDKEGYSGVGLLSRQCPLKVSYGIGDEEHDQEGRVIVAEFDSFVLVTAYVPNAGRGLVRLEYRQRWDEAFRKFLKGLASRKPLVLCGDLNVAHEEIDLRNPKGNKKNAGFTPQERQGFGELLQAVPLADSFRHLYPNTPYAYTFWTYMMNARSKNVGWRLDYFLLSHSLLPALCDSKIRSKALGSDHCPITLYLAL
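APE1 at 0.75 nM final was preincubated with compound 15 min at room temperature, then 50 nM double-stranded THF abasic-site substrate (5'-TAMRA/3'-BHQ-2) was added. Fluorescence (ex 525/em 598 nm) was read kinetically; third-minus-first read gave activity.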
POLK inh – inhibitors of human DNA polymerase kappa; purified Pol kappa, fluorescent DNA synthesis assay, 10 min; 400,000 tested, 0.53% active; Potency, µM (doses to about 107 µM), without a hit: top-dose activity, negative = inhibition, actives largely listed as inhibitors; note: potency is the fitted concentration of half-maximal effect; % is set by controls: 0 for no effect and ±100 for the full control effect
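Here, compound and 10 nM enzyme are combined for 15 min at room temperature; adding 50 nM substrate (final) starts DNA synthesis, tracked by fluorescence at 0 and 10 min against buffer-only wells.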
Active calls of the source: *; ? = inconclusive; / = no result given; [ ] = remark or other dose. Unless noted, calls come from the whole dose curve; as a rule, active = well fitted curve in the direction sought with a large enough effect; inconclusive = small, poorly fitted or top-dose-only effect, or another doubt; inactive = no such curve, though single readings can be large; an effect the other way counts as inactive or inconclusive. Only part of the results is shown; rates above refer to the full screens.

cpd | SMILES | GRP78 ERSR act | Pol eta inh | POLI inh | LDHA inh | Anesthetic bind
1 | Cc1ccc(CCNC(=O)C2CCN(S(=O)(=O)N3CCCCC3)CC2)cc1 | -2% | -4% | -29% | -6 | -1%
2 | COc1ccc([C@@H]2[C@@H]3C(=O)N(C(C)(C)C)C(=O)[C@@H]3[C@]3(Cc4ccccc4)C(=O)N(c4cccc(F)c4)C(=O)N23)cc1 | -5% | -17% | -15% | 1 | /
3 | CSCc1c(C(=O)Nc2ccc(N3CCOCC3)cc2)oc2ccccc12 | -6% | -20% | 8% | 0 | -15%
4 | Cc1nn(Cc2ccccc2)c(C)c1NC(=O)CSc1nc2c(c(C(F)(F)F)n1)CCc1ccccc1-2 | -6% | -20% | -13% | -5 | -13%
5 | C#CCOc1ccc(C2C3=C(CC(C)(C)CC3=O)N(CC(=O)O)C3=C2C(=O)CC(C)(C)C3)cc1 | 1% | -11% | 36% | -4 | /
6 | C=CCNc1nc(Cl)nc(Nc2ccc(OCC)cc2)n1 | -3% | -10% | 4% | -15 | -7%
7 | COc1ccc(CCNC(=O)c2ccc(Cn3c(=O)c4ccccc4n(CC(=O)C(C)(C)C)c3=O)cc2)cc1OC | -4% | -29% | 30% | 4 | -21%
8 | CCOC(=O)CSc1nc(-c2ccccc2)nc2ccc(C)cc12 | -5% | -10% | 2% | -16 | -3%
9 | CCN(CC)C(=O)CSc1nnc(-c2ccccn2)n1-c1ccccc1OC | -4% | -22% | 43%[activator] | -5 | -2%
10 | O=C1CC2(CCCC2)CC(=O)N1CCNCC1COc2ccccc2O1 (configuration not stated) | 0% | / | / | / | -10%
11 | O=C1NC2(CCCCCC2)Oc2ccccc21 | -5% | -7% | 25% | 2 | ?
12 | COC(=O)CCC(=O)N1CCCC(N2CCN(c3cccc(C(F)(F)F)c3)CC2)C1 (configuration not stated) | -2% | -19% | 89%[activator] | 1 | -7%
13 | O=C(Nc1ccnn1C1CCN(C2CCC2)CC1)c1ccccc1 | -2% | -5% | 11% | -9 | -5%
14 | CCNC(=S)NS(=O)(=O)c1ccc(Cl)cc1 | 3% | -16% | ? | 0 | -8%
15 | COc1ccc(NC(=S)NCCc2ccc(Cl)cc2)c(OC)c1 | -3% | -5% | 9% | -4 | -17%

cpd | POLB inh | BLM inh | APE1 inh | POLK inh
1 | -19% | -1% | -13% | -8%
2 | / | / | -1% | 4%
3 | 42% | -6% | 1% | -3%
4 | -17% | -9% | -1% | -2%
5 | 78% | -3% | 15% | -15%
6 | -3% | 1% | 6% | -8%
7 | -24% | -6% | / | 3%
8 | 1% | 7% | 6% | -8%
9 | 3% | -12% | -4% | -4%
10 | / | / | -3% | 1%[19.4 µM]
11 | -4% | 1% | -2% | 0%[60.1 µM]
12 | -1% | -3% | 2% | -6%
13 | 54% | 0% | 1% | -11%
14 | 25% | 1% | -2% | -2%
15 | 8% | -7% | -1% | -5%

Reprinted from the part before: two compounds, followed by the next part.
cpd | SMILES | GRP78 ERSR act | Pol eta inh | POLI inh | LDHA inh | Anesthetic bind
14 | CCNC(=S)NS(=O)(=O)c1ccc(Cl)cc1 | 3% | -16% | ? | 0 | -8%
15 | COc1ccc(NC(=S)NCCc2ccc(Cl)cc2)c(OC)c1 | -3% | -5% | 9% | -4 | -17%
16 | O=C(COC(=O)c1ccco1)c1ccc(S(=O)(=O)N2CCCCC2)cc1 | 5% | -14% | 64%[activator] | -2 | ?
17 | COCCCNC(=O)c1ccc(Cn2c(=O)c3ccccc3n(Cc3cc(C)ccc3C)c2=O)cc1 | -8% | 1% | -2% | -4 | -16%
18 | CC(=O)N1CCc2c(sc3c2c(=O)n(-c2ccccc2)c(=O)n3CC(=O)Nc2cccc(C)c2)C1 | -1% | -6% | -4% | -11 | 8%
19 | CC1CCN(C(=O)CSc2nnc(-c3ccccc3Cl)o2)CC1 | -2% | -26% | 36%[activator] | 1 | ?
20 | CCOC(=O)c1c(NC(=O)COc2cccc(C)c2C)sc(C(C)=O)c1C | -3% | -15% | 28% | -3 | 12%
21 | CCOc1ncccc1C(=O)OCC(=O)Nc1cc(C)ccc1C | -3% | -7% | -1% | -7 | -10%
22 | O=C(c1cc(COc2ccc3ncccc3c2)on1)N1CCCCCC1 | 5% | -21% | -9% | -2 | ?
23 | Cc1nn(C)c(N)c1C(O)(c1nccn1C)C(F)(F)F (configuration not stated) | 1% | 1% | 28% | 8 | -4%
24 | O=C(NNC(=S)NC(=O)c1cccnc1)c1ccc(Cl)cc1 | 7% | 1% | 16% | -1 | -7%
25 | CCCC(C(=O)NC1CCCC1)N(CC1CCCO1)C(=O)c1snc(C(N)=O)c1N (configuration not stated) | -2% | 8% | 16% | -3 | -1%
26 | O=C(Nc1sccc1C(=O)N1CCOCC1)c1cccnc1 | -2% | ? | ? | -2 | 7%
27 | COc1ccc(CCC(=O)OCC(=O)c2c(N)n(CC(C)C)c(=O)n(C)c2=O)cc1 | -3% | -8% | -5% | -6 | -21%
28 | O=C1CC2(CCN(C(=O)c3ccccc3[N+](=O)[O-])CC2)Oc2ccccc21 | -1% | -14% | 15% | -1 | /
29 | CCCc1c(C)[nH]c2ccc(NC(C)=O)cc2c1=O | -3% | -15% | 5% | -2 | -2%
30 | Cc1ccc2[nH]c(=O)cc(C(=O)OCC(=O)c3ccccc3)c2c1 | -3% | ? | 9% | -9 | 7%

cpd | POLB inh | BLM inh | APE1 inh | POLK inh
14 | 25% | 1% | -2% | -2%
15 | 8% | -7% | -1% | -5%
16 | -16% | -8% | 27% | -1%
17 | 31% | -5% | ? | -20%
18 | -10% | -15% | / | 0%
19 | -19% | -1% | / | 9%
20 | -2% | -1% | / | 6%
21 | 21% | -3% | -1% | 1%
22 | -22% | -2% | -6% | 1%
23 | 0% | -2% | -6% | -6%
24 | 23% | -1% | -3% | -7%
25 | 40% | -6% | 0% | 4%
26 | 8% | -11% | 2% | -6%
27 | 8% | -6% | 9% | -3%
28 | / | / | -13% | -3%
29 | -3% | -1% | 1% | -5%
30 | ? | -10% | 2% | -15%

Brought forward from above: two compounds, then new ones.
cpd | SMILES | GRP78 ERSR act | Pol eta inh | POLI inh | LDHA inh | Anesthetic bind
29 | CCCc1c(C)[nH]c2ccc(NC(C)=O)cc2c1=O | -3% | -15% | 5% | -2 | -2%
30 | Cc1ccc2[nH]c(=O)cc(C(=O)OCC(=O)c3ccccc3)c2c1 | -3% | ? | 9% | -9 | 7%
31 | COc1ccc(CCN(Cc2ccccn2)C(=S)Nc2ccccc2Cl)cc1OC | 3% | -22% | 74%[activator] | -4 | -2%
32 | Cc1cc(N(CC(=O)NC(C)C)S(C)(=O)=O)ccc1Br | -5% | -13% | 0% | -3 | -7%
33 | COCCN1C(=O)C(O)=C(C(C)=O)C1c1ccc(F)cc1 (configuration not stated) | -5% | -10% | -2% | -4 | -2%
34 | O=C(NCc1ccccc1Cl)C1CCN(S(=O)(=O)c2cccs2)CC1 | -2% | -5% | 1% | -6 | 0%
35 | O=C(CN(C(=O)CSc1nc2ccccc2o1)c1ccccc1F)NC1CCCCC1 | -2% | 18% | -5% | -6 | -8%
36 | COc1ccc(-c2nnc3n(CCc4ccccc4)c(=O)c4ccccc4n23)c(OC)c1 | 2% | -16% | 28% | -3 | -8%
37 | CCCN1C2CCCC1CC(NC(=O)c1ccccc1OCC)C2 (configuration not stated) | -6% | -18% | 25% | 0 | -10%
38 | O=C(CCn1nc(-c2ccccc2)c2ccccc2c1=O)NCC1CCCO1 (configuration not stated) | 5% | 9% | 9% | -3 | -11%
39 | COc1cc(C(=O)OC(C)C(=O)NC2CCCCC2C)c([N+](=O)[O-])cc1OC (configuration not stated) | -2% | -1% | 14% | -2 | /
40 | COc1ccccc1OCc1ccc(C(=O)NC(C)c2ccccc2)o1 (configuration not stated) | 1% | 9% | -17% | -3 | 4%
41 | CN1CCN(CCC(=O)N/N=C/c2cc3c(cc2[N+](=O)[O-])OCO3)CC1 | 4% | -10% | 4% | 3 | -15%
42 | O=C(Nc1nncs1)C12CC3CC(CC(C3)C1)C2 | 0% | -10% | 7% | -4 | ?
43 | CCN(CC)CCNC(=O)/C(=C\c1cccn1C)NC(=O)c1cccs1 | -2% | ? | 20% | -1 | -1%
44 | O=[N+]([O-])c1ccc2[nH]c(O)c(N=NC(=S)NCC3CCCO3)c2c1 (configuration not stated) | -1% | -14% | 49%[activator] | -6 | -18%

cpd | POLB inh | BLM inh | APE1 inh | POLK inh
29 | -3% | -1% | 1% | -5%
30 | ? | -10% | 2% | -15%
31 | 14% | -3% | 3% | -12%
32 | 15% | -14% | 18% | 1%
33 | 1% | -1% | -2% | -13%
34 | 2% | 1% | 7% | 2%
35 | 1% | -2% | -3% | -12%[60.1 µM]
36 | -6%[57.1 µM] | -3% | 13% | -6%
37 | 20% | -6% | -2% | -14%
38 | 49% | -1% | -11% | 5%
39 | / | / | -7% | -6%
40 | 29% | -4% | -14% | -1%
41 | 2% | 1% | 10% | -13%
42 | -19% | -2% | 31% | 3%
43 | 1% | -2% | -4% | -19%
44 | 7% | -7% | -5% | -29%

Full records, quoted from the list.
`CCCN1C2CCCC1CC(NC(=O)c1ccccc1OCC)C2` (configuration not stated) across the screens: GRP78 ERSR act: -6%; Pol eta inh: -18%; POLI inh: 25%; LDHA inh: 0; Anesthetic bind: -10%; POLB inh: 20%; BLM inh: -6%; APE1 inh: -2%; POLK inh: -14%
`COc1ccc(-c2nnc3n(CCc4ccccc4)c(=O)c4ccccc4n23)c(OC)c1` across the screens: GRP78 ERSR act: 2%; Pol eta inh: -16%; POLI inh: 28%; LDHA inh: -3; Anesthetic bind: -8%; POLB inh: -6%[57.1 µM]; BLM inh: -3%; APE1 inh: 13%; POLK inh: -6%

Bioassay records: PubChem, National Center for Advancing Translational Sciences (NCATS)
